# Source: PubChem (several laboratories)
# ssDAF-12 act – S. stercoralis DAF-12 activation, primary screen; activation, % at 6.8 µM; HEK293 ssDAF-12/GRIP1 lit1-tk-luc reporter, luminescence; % of 3 µM dafachronic acid response; AID 652126; hit rate 1% among 370,000;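 active = activation above the mean over all tested compounds plus 3 SD, cut at about 0.9% in these data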;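 also: 0% = DMSO-only wells and 100% = 3 µM delta7-dafachronic acid wells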
# PLCb3 inh – PLC-beta3 (human) inhibition, primary screen | Q01970 | Purified PLC-beta3, fluorogenic substrate, fluorescence | inhibition, % at 12.2 µM | hit rate 0.18% among 370,000; in the data active = inhibition above about 11%;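 also: 0% = median of compound wells on plate and 100% = full blocker control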
# hgDAF-12 ag – hgDAF-12 agonism, primary luciferase screen; HEK293 GAL4-hgDAF12 UAS-luciferase reporter, agonist luminescence; normalized to butyrate control; AID 687014; hit rate 1.8% among 370,000; activation, % at 6.8 µM;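 active = activation above a cutoff set at the mean of all screened compounds plus 3 SD, cut at about 10% in these data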;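 also: 0% = DMSO wells and 100% = sodium butyrate wells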
# PG9 Ab binder – small molecules binding HIV-1 gp120 antibody PG9; TR-FRET gp120-PG9 antibody binding; inhibition, % at 6.7 µM; hit rate 0.43% among 360,000; in the data active = inhibition above about 8.5%
# SMARCA2 activ – increases SMARCA2 function in MMTV reporter cells; MG213 cells, MMTV-luciferase reporter, dexamethasone, overnight; activation, % at 9.1 µM; hit rate 1% among 370,000; in the data active = activation above about 7.8%;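 also: 0% = vehicle wells and 100% = reference activator wells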
# NR1D1 modulator – modulators of human Rev-erb alpha DNA binding; hit rate 0.79% among 370,000; AID 1259318; activity, % at 10 µM; Rev-erbα–FITC-DNA binding, fluorescence polarization, 90 min;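 active = activity above about 14%, limit read from the data; passing the limit was not always enough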;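 also: 0% = DMSO wells with 35 nM protein and 100% = DMSO wells with 750 nM protein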
# DAX1 inh-1 – DAX1 (NR0B1) inhibition, primary screen | HEK293T StAR-luciferase reporter, SF-1/DAX-1 repression relief | AID 652010 | inhibition, % at 6.8 µM | hit rate 1.1% among 370,000;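 active = inhibition above the mean over all tested compounds plus 3 SD, cut at about 3.6% in these data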;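 also: 0% = DAX-1 cells with DMSO and 100% = cells lacking DAX-1 with DMSO; higher inhibition means more luminescence from relief of DAX-1 repression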
# FXN GAA850 act – activators of GAA850 frataxin (FXN) promoter; HEK293 lucGAA850 FXN promoter luciferase reporter, 24 h; percent of 10 µM SAHA response; activation, % at 6 µM; hit rate 0.56% among 360,000;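 active = activation above the average of all compounds screened plus 3 SD, cutoff fixed separately per campaign, cut at about 7.5% in these data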;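 also: 0% = DMSO wells and 100% = 10 µM SAHA wells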
# hcDAF12 agonist – activators of H. contortus DAF-12 nuclear receptor | activation, % at 6.8 µM | hit rate 1.4% among 370,000 | HEK293 hcDAF-12 lit1-tk-luc reporter, luminescence; 0% DMSO, 100% Δ7-dafachronic acid;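 active = activation above the mean of all tested compounds plus 3 SD, cut at about 5.5% in these data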;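 also: 100% = response to 3 µM Δ7-dafachronic acid high control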
# sPLA2-III inh – Inhibits HGIII-sPLA2 liposome hydrolysis, primary screen | AID 743126 | inhibition, % at 12.2 µM | hit rate 0.56% among 370,000 | QFRET BODIPY PC-A2 liposome hydrolysis, fluorescence;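 active = inhibition above mean plus 3 SD of compounds lying within the high and low control bounds, cut at about 19% in these data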;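 also: 0% = median of test compound wells and 100% = no enzyme DMSO wells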
# Target sequence (Q9NZ20 whole entry, looked up): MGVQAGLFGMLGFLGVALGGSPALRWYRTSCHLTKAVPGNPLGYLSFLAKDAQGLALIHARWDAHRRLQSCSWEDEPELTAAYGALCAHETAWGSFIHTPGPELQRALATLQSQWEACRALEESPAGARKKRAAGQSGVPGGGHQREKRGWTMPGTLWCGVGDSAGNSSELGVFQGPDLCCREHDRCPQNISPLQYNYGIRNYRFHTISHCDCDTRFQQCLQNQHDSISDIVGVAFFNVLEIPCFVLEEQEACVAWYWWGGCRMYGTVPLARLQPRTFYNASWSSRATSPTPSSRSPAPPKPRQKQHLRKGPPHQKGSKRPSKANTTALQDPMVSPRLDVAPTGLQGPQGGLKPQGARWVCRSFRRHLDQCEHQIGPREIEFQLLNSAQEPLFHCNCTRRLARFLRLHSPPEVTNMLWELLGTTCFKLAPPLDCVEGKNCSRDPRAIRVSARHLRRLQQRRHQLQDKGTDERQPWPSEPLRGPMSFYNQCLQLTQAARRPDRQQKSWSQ
# DAX1 inh-2 – inhibits human nuclear receptor DAX1. P51843. HEK293 Gal4-DAX1 luciferase reporter, luminescence. inhibition, % at 6.75 µM. hit rate 0.99% among 340,000. AID 504766;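 active = inhibition above the mean over all tested compounds plus 3 SD, cut at about 4.2% in these data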;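 also: 0% = DAX1-transfected cells with DMSO and 100% = empty-vector control cells with DMSO; inhibition shows as a rise in luminescence from relieved DAX1 repression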
# Target sequence (P51843 207-470 limits assumed): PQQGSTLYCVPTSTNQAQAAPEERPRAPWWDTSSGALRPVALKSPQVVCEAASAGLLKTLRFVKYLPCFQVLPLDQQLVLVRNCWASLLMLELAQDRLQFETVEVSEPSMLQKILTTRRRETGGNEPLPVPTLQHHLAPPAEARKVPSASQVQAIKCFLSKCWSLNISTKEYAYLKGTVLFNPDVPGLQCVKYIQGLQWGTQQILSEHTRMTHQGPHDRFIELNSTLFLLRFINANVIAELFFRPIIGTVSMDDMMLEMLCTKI
# * = called active by the depositor; x = not tested or not shown.
SMILES,ssDAF-12 act,PLCb3 inh,hgDAF-12 ag,PG9 Ab binder,SMARCA2 activ,NR1D1 modulator,DAX1 inh-1,FXN GAA850 act,hcDAF12 agonist,sPLA2-III inh,DAX1 inh-2
O=C(Nc1ccc(S(=O)(=O)N2CCc3ccccc32)cc1)c1ccc2c(c1)OCO2,-1.3,3,0.4,0.4,2,4,0.0,-3.0,-0.9,0,-2.4
COc1ccc(-n2c(C)cc(C(=O)NC3CCCCC3)c2C)cc1,-0.9,0,3.9,0.4,4,0,1.6,6.4,1.6,-5,-1.3
CCCCC(C(=O)NC(C)c1ccccc1)C(=O)NC(C)c1ccccc1 (stereo not given),-2.1,-6,-3.8,-0.7,-2,1,0.0,-0.8,-1.6,10,2.1
Cc1c(C(=O)NCCCN2CCOCC2)oc2ccc(S(=O)(=O)N3CCOCC3)cc12,-1.4,0,-5.1,0.1,0,6,-0.3,1.6,0.0,-2,-0.4
CCOC(=O)n1c(=O)oc2ccccc21,-1.4,2,2.0,2.7,-1,-2,0.2,0.2,0.0,6,0.6
COc1nc(-c2ccccc2)cc(C(F)(F)F)n1,-1.9,1,0.8,-0.3,-2,-1,-0.7,-1.2,-1.4,12,0.0
CCCOc1ccc(-c2nnn(CC(=O)OCC)n2)cc1,-1.7,-3,-2.5,2.4,0,0,0.1,2.8,-0.1,-4,0.5
Cc1noc(/C=C/c2cccs2)c1S(=O)(=O)N1CCC(C(=O)NCCCN2CCCC(C)C2)CC1 (stereo not given),-1.4,-5,-3.3,0.7,5,7,0.6,1.3,-1.2,-17,0.8
NS(=O)(=O)c1ccc(CNC(=S)Nc2cc(S(=O)(=O)N3CCOCC3)ccc2Cl)cc1,-1.6,-5,0.4,-0.3,-2,6,-0.2,0.3,-0.8,6,0.5
Cc1ccc(NC(=O)CNC(=O)C23CC4CC(CC(C4)C2)C3)nc1,-0.7,8,0.4,0.5,-2,-2,2.2,0.9,2.5,4,1.3
O=C(CCS(=O)(=O)c1cccc2nsnc12)NC1CCCCC1,-1.5,2,-0.8,-1.7,1,-2,-0.3,-1.4,-0.1,0,0.5
O=C(Nc1ncccc1O)c1ccc(OCC2CCCO2)cc1 (stereo not given),0.0,-13,28*,-1.8,3,-3,18*,2.4,5.0,-2,2.3
Nc1nc2nccc(-c3ccccn3)n2n1,-1.0,-294,0.5,-0.5,-5,-3,0.0,3.0,-1.6,4,-0.4
Cc1occc1C(=O)Nc1cc(C(C)(C)C)on1,-0.5,-1,12*,0.4,6,6,4.2*,5.0,3.6,3,2.1
Cc1cccc2cc(C(c3nnnn3Cc3ccccc3)N3CCCc4ccccc43)c(=O)[nH]c12 (stereo not given),-0.6,-37,0.2,5.5,0,3,-0.5,3.0,4.2,-5,0.6

# Pulled by structure from the list above, four records:
SMILES,ssDAF-12 act,PLCb3 inh,hgDAF-12 ag,PG9 Ab binder,SMARCA2 activ,NR1D1 modulator,DAX1 inh-1,FXN GAA850 act,hcDAF12 agonist,sPLA2-III inh,DAX1 inh-2
Cc1c(C(=O)NCCCN2CCOCC2)oc2ccc(S(=O)(=O)N3CCOCC3)cc12,-1.4,0,-5.1,0.1,0,6,-0.3,1.6,0.0,-2,-0.4
Cc1cccc2cc(C(c3nnnn3Cc3ccccc3)N3CCCc4ccccc43)c(=O)[nH]c12 (stereo not given),-0.6,-37,0.2,5.5,0,3,-0.5,3.0,4.2,-5,0.6
NS(=O)(=O)c1ccc(CNC(=S)Nc2cc(S(=O)(=O)N3CCOCC3)ccc2Cl)cc1,-1.6,-5,0.4,-0.3,-2,6,-0.2,0.3,-0.8,6,0.5
Nc1nc2nccc(-c3ccccn3)n2n1,-1.0,-294,0.5,-0.5,-5,-3,0.0,3.0,-1.6,4,-0.4

# Given tab-delimited: entries from further up.
SMILES	ssDAF-12 act	PLCb3 inh	hgDAF-12 ag	PG9 Ab binder	SMARCA2 activ	NR1D1 modulator	DAX1 inh-1	FXN GAA850 act	hcDAF12 agonist	sPLA2-III inh	DAX1 inh-2
COc1ccc(-n2c(C)cc(C(=O)NC3CCCCC3)c2C)cc1	-0.9	0	3.9	0.4	4	0	1.6	6.4	1.6	-5	-1.3
CCCCC(C(=O)NC(C)c1ccccc1)C(=O)NC(C)c1ccccc1 (stereo not given)	-2.1	-6	-3.8	-0.7	-2	1	0.0	-0.8	-1.6	10	2.1
Cc1c(C(=O)NCCCN2CCOCC2)oc2ccc(S(=O)(=O)N3CCOCC3)cc12	-1.4	0	-5.1	0.1	0	6	-0.3	1.6	0.0	-2	-0.4
CCOC(=O)n1c(=O)oc2ccccc21	-1.4	2	2.0	2.7	-1	-2	0.2	0.2	0.0	6	0.6
COc1nc(-c2ccccc2)cc(C(F)(F)F)n1	-1.9	1	0.8	-0.3	-2	-1	-0.7	-1.2	-1.4	12	0.0

# Following part.
SMILES,ssDAF-12 act,PLCb3 inh,hgDAF-12 ag,PG9 Ab binder,SMARCA2 activ,NR1D1 modulator,DAX1 inh-1,FXN GAA850 act,hcDAF12 agonist,sPLA2-III inh,DAX1 inh-2
O=C1CN(C(=O)CNC(=O)c2ccc(Cl)cc2Cl)CCN1,-1.2,-2,-0.5,-0.9,0,-7,0.4,-0.2,-1.0,-3,0.1
Cc1cccc(NC(=O)CNC(=O)[C@@H](Cc2ccccc2)NC(=O)[C@H]2O[C@@H](n3ccc(=O)[nH]c3=O)[C@H](O)[C@@H]2O)c1C,-1.6,5,-3.8,0.1,-5,0,-0.5,x,-0.8,2,x
COc1ccc2oc(-c3ccccc3)c(C(N)=O)c2c1,-1.4,-486,2.6,0.5,1,12,0.0,0.8,-0.6,-1,1.3
CCN1C(=O)/C(=C/C=C2/CCCN2C)OC1=S,-0.6,-3,13*,-17,2,9,0.5,0.3,0.8,4,0.1
CCNc1nc(NCC)n2c(SCC(=O)Nc3cc(OC)ccc3OC)nnc2n1,-0.9,5,2.6,-0.5,-1,3,-0.4,0.9,-1.4,2,-0.3
COc1ccc(CCN2C(=O)C(Oc3ccccc3)C2c2ccc3c(c2)OCO3)cc1 (stereo not given),-0.8,1,-0.2,-0.6,-3,-4,-0.3,-0.6,1.2,14,-0.9
Cc1cc(F)ccc1NS(=O)(=O)c1c(C(=O)N2CCOCC2)c(C)n(C)c1C,-0.5,-12,-0.1,-0.5,-2,-1,-0.1,0.6,0.8,1,1.1
COc1ccccc1N(C)S(=O)(=O)c1ccc(C(=O)Nc2ccncc2)cc1,-1.2,-9,-3.1,0.1,-2,2,-3.7,-0.1,-2.5,5,-2.8
CC1(C)Cc2c(c(-c3ccccc3Cl)[nH]c(=O)c2C#N)CO1,-1.2,-11,-3.0,-1.0,2,3,0.5,1.4,0.8,1,0.9
Cc1cn([C@H]2C[C@H](O)[C@@H](/C=C/C(=O)NCCc3ccc4ccccc4c3)O2)c(=O)[nH]c1=O,-1.1,0,0.6,-0.4,-2,7,1.1,x,0.7,-2,x
O=C(NCc1ccco1)c1ccc2c(c1)N(Cc1ccc(Cl)cc1)CCS2,-1.0,-360,-0.5,-0.2,-3,9,0.0,-1.1,-0.7,2,-0.1
Cc1ccc(S(=O)(=O)N(C)C[C@@H]2OCCCC[C@H](C)Oc3ccc(NC(=O)Nc4ccc(F)cc4)cc3C(=O)N([C@H](C)CO)C[C@H]2C)cc1,-1.2,2,1.3,0.7,2,-4,2.4,-2.1,-0.1,-25,-0.6
COc1cc(/C=C2\NC(=S)N(C)C2=O)ccc1O,-0.6,-18,0.1,-10,-1,10,0.2,1.3,-0.9,-8,0.2
CNC(=O)c1c(NC(=O)CCS(=O)(=O)c2ccccc2)sc(C)c1C,-0.6,-6,1.0,0.3,1,-7,-1.1,1.5,-0.6,-1,-1.5
CSCCC(NS(=O)(=O)c1ccccc1F)C(=O)NCC(C)(C)N1CCOCC1 (stereo not given),-1.9,-9,-1.8,0.7,-2,-2,-0.6,1.3,-0.6,8,-0.1
CNC(=S)NNC(=O)CCn1nc(C)c(Br)c1C,-1.9,-2,-2.0,2.5,-1,-3,-0.2,0.7,-1.7,2,1.1
CC(C)(C)c1ccc(/C=N/NC(=O)CN2CCS(=O)(=O)CC2)cc1,-1.1,-17,1.3,-0.2,-1,13,-0.2,2.1,-0.6,5,0.2
Cc1cc(C)cc(NC(=O)CN2CCC(C(=O)c3ccccc3)CC2)c1,-0.8,-7,-0.4,0.4,-2,1,-0.3,2.1,0.3,-8,-1.6
Cc1ccsc1/C=N/NC(=O)c1nnn(-c2nonc2N)c1CN(C)c1ccccc1,-0.9,-15,-1.5,0.7,-3,10,-0.3,0.8,-0.5,-16,-0.4
Cc1cccc(N2C(S)=C(C#N)C(=O)NC23CCCCC3)c1,-0.9,0,4.5,-1.6,-2,-3,-0.2,-4.5,3.3,5,-1.5
O=C(COC(=O)c1ccc2ncsc2c1)Nc1cccc(Cl)c1,-1.1,-3,2.9,-1.0,-2,0,3.1,-0.1,0.5,-23,1.1
COc1ccc(CCNC(=O)C(=O)NCC2OCCN2S(=O)(=O)c2ccc(C)cc2)cc1 (stereo not given),-1.7,-3,-1.4,-0.3,0,-1,-2.8,0.6,-1.9,-8,-0.5
CC(=O)OC1CC2(C)C(C(C)=O)CCC2C2CCC3=CC(=O)CCC3(C)C12 (stereo not given),-0.7,1,-1.8,0.9,3,2,-1.3,0.7,-2.1,-10,-1.0
Cc1cccc(CSc2nnc(-c3cnccn3)n2C)c1,-1.8,2,2.6,-2.8,-4,-1,0.5,0.0,-2.9,10,0.4
CCOC(=O)c1ccc(NC(=O)c2cccc(S(=O)(=O)N3CCN(C(C)=O)CC3)c2)cc1,-1.3,-4,-1.8,1.7,-4,-6,-0.5,-1.4,-3.1,-7,-1.0
Cc1nn(Cc2c(Cl)cccc2Cl)c(C)c1NC(=O)c1cnn2c(C(F)F)cc(-c3ccccc3)nc12,-0.9,-5,3.8,-0.1,2,7,-0.8,2.4,-0.8,4,0.6
O=C1c2ccccc2C(=O)N1CCc1csc(-c2ccccc2)n1,-0.9,-2,1.8,1.0,-2,7,0.2,2.5,-0.6,-4,-1.0
Cc1cc(C)c2c(c1)NC(C(=O)O)C1CC=CC21 (stereo not given),-1.4,-48,1.6,-2.2,-1,-35,-0.5,0.4,2.0,-4,2.0
Cc1ccc(NC(=O)CS(=O)CC(=O)NC2CCN(Cc3ccccc3)CC2)c(C)c1 (stereo not given),-0.6,-2,1.1,3.4,-3,0,-0.2,-0.8,1.4,-4,-0.5
CS(=O)(=O)NC1c2cccc3cccc(c23)C1Sc1nncn1/N=C/c1ccco1 (stereo not given),-0.9,-3,-1.7,0.3,-1,2,0.3,-0.3,-0.2,-3,-0.4
Cc1cc(C(=O)CN2C(=O)NC(C)(c3cc(F)ccc3F)C2=O)c(C)n1C1CC1 (stereo not given),-0.9,-3,-1.4,1.3,-1,7,-0.3,0.1,-1.1,6,0.7
